High-throughput results from PubChem BioAssay.
AID2073 – inhibitors of Mint1-CaV2.2 protein interaction, biochemical, HTRF (AID 2073). HTRF protein-protein interaction, Mint1-CaV2.2; higher % means a stronger effect. inhibition, % at 20 µM, or IC50 in µM where a hit was titrated. actives 0.19% (n = 290,000); in the data active = inhibition mostly above about 51%, no sharp cut-off; inconclusive = no clear call, values can overlap the other calls; inactive = mostly below about 53%; note: some results filed as inactive read as strong as hits
Hep lipid drop – modulators of hepatic lipid droplet formation | AML12 mouse hepatocytes, oleate lipid droplets, BODIPY imaging | actives 0.4% (n = 240,000) | inhibition, % at 6.5 µM | AID 1656;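 active = lipid droplet intensity inhibited by at least 50%, with more than 500 cells counted; inconclusive = wells with under 300 cells, treated as cytotoxic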
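Assay system: AML12 hepatocytes (mouse); Probe or stimulus: oleic acid at 100 µM to induce lipid droplet formation; Dosing: compound at 6.5 µM only; Schedule: compound with oleate, overnight; Detection: fluorescence imaging, 20x objective, two fields per well; Measure: % inhibition of lipid droplet signal.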
LYP inhibition – inhibitors of LYP phosphatase, biochemical, fluorescence intensity, uHTS (AID 1779); recombinant LYP phosphatase, fluorescence intensity; higher % means a stronger effect; one-dose inhibition, % at 11.5 µM; IC50 in µM for titrated hits; actives 0.054% (n = 290,000);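 note: plate controls were vehicle with enzyme for no effect and no enzyme for full effect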
Siah-1 displacement – blockers of Siah-1 interaction with plectin peptide – biochemical, fluorescence polarization, rhodamine-plectin, uHTS, primary screen (AID 1817). Siah-1 / rhodamine-plectin peptide fluorescence polarization; higher % means a stronger effect. actives 0.02% (n = 290,000). displacement, % at 20 µM; hits with a dose series show IC50 in µM;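 active = displacement of at least 50% at 20 µM, with a fluorescence ratio check between 0.3 and a set limit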;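 note: plate controls were Siah plus tracer with DMSO for no effect and tracer alone without Siah for full effect; strong numbers were not always called active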
HIV peptide binding – cell-free HIV fusion peptide-binding blockers – biochemical, uHTS, fluorescence dequenching, primary screen (AID 1986). cell-free peptide binding, fluorescence dequenching, 30 min; higher % means a stronger effect. one-dose inhibition, % at 20 µM; IC50 in µM for titrated hits. actives 0.3% (n = 290,000); in the data active = inhibition mostly above about 52%, no sharp cut-off; inactive = mostly below about 76%; note: some results filed as inactive read as strong as hits
NOD2 inhibition – inhibition of NOD2-driven NF-kB reporter – cell-based, luminescence, uHTS, HEK293 (AID 1566) | actives 0.63% (n = 290,000) | HEK293 NOD2/NF-kB luciferase reporter, luminescence; higher % means a stronger effect | one-dose inhibition, % at 4 µM; EC50 in µM for titrated hits; note: many of its hits are not listed in these tables
XIAP antagonists – XIAP antagonists, biochemical, IAP family, fluorescence polarization (AID 1018) | XIAP BIR domain, fluorescence polarization peptide displacement; higher % means a stronger effect | displacement, % at 20 µM, or IC50 in µM where a hit was titrated | actives 0.007% (n = 200,000); in the data active = displacement above about 50%; note: a part of the inactive calls stands beside numbers as strong as those of hits
Dengue-2 NS5 capping – flavivirus cap methylation enzyme inhibition – biochemical, confirmation dose response, primary screen (AID 588689). Dengue-2 NS5 methyltransferase capping enzyme assay, biochemical; higher % means a stronger effect. inhibition, % at 25 µM, or IC50 in µM where a hit was titrated. actives 0.3% (n = 340,000); in the data active = a potency from the dose series; inconclusive = inhibition above about 29% without an active follow-up result
Myeloid diff MLP – compounds promoting myeloid differentiation | actives 1% (n = 360,000) | ER-HoxA9 myeloid progenitors, lysozyme-GFP differentiation, flow cytometry | calls only at 10 µM;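 active = normalized GFP-positive differentiation at or above the plate's own cutoff, the solvent-only control mean plus 3 SD; inconclusive = no clear call, values can overlap the other calls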;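 note: cells exposed to compound for four days before flow analysis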
Hep lipid drop cells 6.5 µM – recorded beside Hep lipid drop, whose call it bears; cell count; measured here: cell count, cytotoxicity flag;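 cells counted across two imaged fields per well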
Myeloid diff MLP GFP+ MAC1+ % – further read-out of Myeloid diff MLP, marked with its call; GFP+ MAC1+ double positive, %; measured here: differentiation confirmed by MAC1 staining
Numbers without * were called inactive; i = inactive; ? = inconclusive; . = no result given. Cut-off read from the data, not from the text of the source, unless noted: active = inhibition above about 50%; inactive = the rest. Only part of the results is shown; count on the stated rates, not on these rows.

Each structure is followed by: AID2073	Hep lipid drop	Hep lipid drop cells 6.5 µM	LYP inhibition	Siah-1 displacement	HIV peptide binding	NOD2 inhibition	XIAP antagonists	Dengue-2 NS5 capping	Myeloid diff MLP	Myeloid diff MLP GFP+ MAC1+ %
> Nc1nn(-c2ccccc2)c2ccc([N+](=O)[O-])cc12
 : -3%	-1	694	-1%	-1%	-0.9%	-10%	.	-7%	i	0.7
> Cc1ccc(-n2nnnc2SCC(=O)NC2CCCc3ccccc32)c(C)c1 (centres undefined)
 : -4%	-2	603	6%	-8%	-2.7%	28%	-7.2%	-5%	i	0.7
> Cc1ccc2c(c1)C1CN(C)CCC1N2Sc1ccccc1[N+](=O)[O-] (centres undefined)
 : -4%	0	635	-5%	-5%	-2.5%	-33%	.	4%	i	0.2
> CCN(C(=O)COC(=O)COc1ccc2c(C)cc(=O)oc2c1)C1CCS(=O)(=O)C1 (centres undefined)
 : -4%	14	690	-6%	-2%	-0.6%	20%	7.1%	2%	i	0.3
> COc1cc(OC)cc(N(C(=O)c2ccco2)C(C(=O)NC2CCCC2)c2ccc(N3CCOCC3)cc2)c1 (centres undefined)
 : 11%	?	.	-6%	-1%	-1.1%	2%	.	-3%	i	2.7
> CC(C)CCNC(=O)c1ccc(-n2cnc3cccnc32)cc1
 : 9%	-9	833	-6%	6%	-0.1%	3%	.	-3%	i	0.0
> COc1ccc(CN2C(=O)c3cccnc3C2=O)cc1S(=O)(=O)N(C)c1cccc(C)c1
 : 6%	7	685	-10%	4%	-1.9%	8%	.	4%	i	1.5
> COc1ccccc1C(=O)NCCn1cc(SCC(=O)NCC2CCCO2)c2ccccc21 (centres undefined)
 : 12%	4	862	1%	1%	1.9%	-6%	.	1%	i	0.1
> O=C1C2CC=CCC2C(=O)N1c1ccc(NCCc2ccc(O)cc2)c([N+](=O)[O-])c1 (centres undefined)
 : -4%	-7	706	2%	-3%	-4.1%	14%	-0.7%	-6%	i	0.2
> O=c1oc2cc([N+](=O)[O-])ccc2nc1/C=C(O)/C=C/c1ccccc1
 : -9%	5	679	0%	-9%	25%	26%	.	.	.	.

Individual results from the list.
For LYP inhibition, COc1cc(OC)cc(N(C(=O)c2ccco2)C(C(=O)NC2CCCC2)c2ccc(N3CCOCC3)cc2)c1 (centres undefined) has -6%
For Dengue-2 NS5 capping, Cc1ccc(-n2nnnc2SCC(=O)NC2CCCc3ccccc32)c(C)c1 (centres undefined) has -5%
For Siah-1 displacement, COc1ccccc1C(=O)NCCn1cc(SCC(=O)NCC2CCCO2)c2ccccc21 (centres undefined) has 1%
For Myeloid diff MLP GFP+ MAC1+ %, COc1ccc(CN2C(=O)c3cccnc3C2=O)cc1S(=O)(=O)N(C)c1cccc(C)c1 has 1.5
For NOD2 inhibition, O=c1oc2cc([N+](=O)[O-])ccc2nc1/C=C(O)/C=C/c1ccccc1 has 26%

Additional structures:
Each structure is followed by: AID2073	Hep lipid drop	Hep lipid drop cells 6.5 µM	LYP inhibition	Siah-1 displacement	HIV peptide binding	NOD2 inhibition	XIAP antagonists	Dengue-2 NS5 capping	Myeloid diff MLP	Myeloid diff MLP GFP+ MAC1+ %
> Cc1cc([N+](=O)[O-])nn1CC(=O)N1CCc2ccccc2C1
 : 8%	3	820	-2%	-2%	-1.0%	-2%	-4.8%	-3%	i	0.0
> COc1ccccc1NS(=O)(=O)c1ccc(NC(=O)c2nc3ncccn3n2)cc1
 : 1%	4	748	-1%	-8%	-2.4%	6%	-3.2%	-8%	i	0.5
> CCN1CCCC(OC(=O)c2cc(-c3ccccc3Cl)nc3ccccc23)C1 (centres undefined)
 : -1%	-4	692	7%	-4%	0.3%	0%	-7.4%	-12%	i	0.6
> COc1ccc(CC(=O)NCC(=O)N/N=C/c2cc(Br)ccc2OC)cc1
 : 14%	1	677	-4%	-3%	-1.7%	29%	.	-4%	i	0.5
> Cc1nc(NC2CCCC2)sc1C(=O)N(C)C
 : 7%	6	785	-7%	0%	0.1%	8%	-1.8%	2%	i	1.2
> Cc1nc2ccccc2c2oc(C(=O)NCCCN3CCCC(C)C3)cc12 (centres undefined)
 : 16%	10	740	-9%	1%	-1.1%	-3%	.	25%	?	.
> CCCN(CCC)CCNC(=S)Nc1ccc2nc3n(c(=O)c2c1)CCCCC3
 : -11%	5	706	2%	6%	-1.4%	14%	-3.3%	-3%	i	0.5
> O=C(CN1CCCC1)Nc1sc2c(c1C(=O)Nc1ccccc1)CCCC2
 : 3%	-24	636	-5%	5%	0.7%	0%	.	-9%	i	0.7
> CNc1nc(Cl)nc(NC(C)(C)C)n1
 : 4%	.	.	-2%	-1%	1.8%	20%	-7.7%	-9%	i	0.8
> CCc1nc2n[nH]c(N)c2c2c1CCCC2
 : -2%	-12	659	-6%	4%	-2.3%	15%	-7.1%	3%	i	1.1
> Cc1ccc(CNS(=O)(=O)c2c(C)[nH]c(C)c2C(=O)N2CCCCC2)cc1
 : 12%	-11	718	-13%	7%	-1.5%	8%	.	0%	i	0.3
> COc1ccc(CC(=O)N2CCC3(CC2)NCCc2[nH]cnc23)cc1
 : 12%	-1	692	-9%	-2%	1.6%	18%	.	-12%	i	1.1
> Cc1ccc(-c2nsc3c(N4CCC(C(N)=O)CC4)ncnc23)cc1
 : 5%	3	723	1%	-2%	0.9%	-67%	-0.9%	5%	i	0.3
> CCOc1ccc(CCNC(=O)c2[nH]c(C)c(C(C)=O)c2C)cc1OCC
 : -9%	9	678	-4%	-5%	-0.1%	3%	-3.6%	-5%	i	0.5
> COc1ccc(Cl)cc1NC(=O)CSc1nnc(CN2CCOCC2)n1-c1ccc(Cl)cc1
 : 0%	-15	710	0%	4%	-0.4%	-20%	-1.2%	-2%	i	10
> CC(C)(C)c1ccc(CSc2nnc(-c3ccccn3)n2Cc2ccco2)cc1
 : 4%	-14	736	7%	-2%	-1.1%	-5%	-3.2%	-3%	i	0.3
> COCCC(=O)Nc1ccc2c(c1)CN(C(=O)CCOC)CC2
 : 2%	0	788	-3%	-4%	-0.9%	10%	-3.8%	-3%	i	0.3
> CSc1ccccc1NC(=O)CSc1nnc(CNC(=O)c2ccccc2F)n1C
 : -1%	1	810	-8%	0%	-0.2%	-10%	.	-13%	i	0.5
> O=C(NCc1cccs1)C1CC(c2ccc(F)cc2)=NO1 (centres undefined)
 : -16%	2	740	-2%	-1%	1.3%	-16%	0.7%	-6%	i	0.6
> CC(C)(C)NC(=O)c1ccc(C(=O)NC(C)(C)C)cc1
 : 7%	0	793	-4%	-1%	0.8%	3%	.	.	.	.
> CCCCCn1c(CNC(=O)CCC)nc2ccccc21
 : -8%	-14	664	-1%	2%	1.7%	-4%	-3.4%	-6%	i	1.5
> Cc1ccc(N(C)C2=NC(=O)CS2)cc1Cl
 : -6%	-8	803	-8%	3%	2.1%	8%	.	-7%	i	0.7
> Cc1noc(C)c1CSCC(=O)Nc1nc2ccccc2s1
 : 2%	-17	669	-6%	-1%	0.0%	28%	.	-2%	i	0.7
> O=C(Nc1cc(C(F)(F)F)ccc1N1CCOCC1)c1n[nH]c(=O)c2ccccc12
 : 21%	.	.	0%	-4%	-0.9%	9%	-2.3%	-2%	i	0.6
> Cc1cc(C)cc(Oc2nc3c(C)cccn3c(=O)c2/C=C(\C#N)C(=O)NC2CCS(=O)(=O)C2)c1 (centres undefined)
 : 10%	-22	637	-14%	9%	1.2%	-5%	-5.6%	-1%	i	0.6
> COCCOCCOCCC(=O)NC1CC2CCC1(C)C2(C)C (centres undefined)
 : -2%	.	.	-8%	1%	-1.4%	15%	-2.7%	-3%	i	1.1
> CSc1nccc(-c2c(-c3ccc(Cl)cc3)noc2C)n1
 : -1%	-11	749	7%	3%	0.0%	-8%	.	6%	i	0.2
> N#C/C(=C\C1=C(N2CCOCC2)C(=C/c2cccc([N+](=O)[O-])c2)/CC1)C(=O)Nc1ccccc1F
 : -3%	48	600	-4%	16%	-2.8%	21%	-4.4%	7%	i	1.2
> COc1ccc(N/C(C)=C/C(=O)c2ccccc2)cc1
 : 0%	7	606	-13%	-5%	-0.4%	-38%	-2.0%	-8%	i	0.8
> Cc1nc(SCC(=O)Nc2cc(C)on2)c2c3c(sc2n1)CCCC3
 : -4%	5	678	-2%	-3%	-1.0%	4%	-1.4%	-4%	i	1.1
> CC(C)(C)CN1CCNC(=O)C1CC(=O)NCCc1ccccc1C(F)(F)F (centres undefined)
 : 3%	-7	766	-3%	-2%	9.8%	4%	-7.8%	-7%	i	0.9
> CCC(C)[C@@H]1NC(=O)N(CCCN2CCCC2=O)C1=O (some centres undefined)
 : 9%	0	805	-6%	0%	0.6%	6%	.	-1%	i	0.2

Entries from the list above that contain a cyano group, in the order listed:
Each structure is followed by: AID2073	Hep lipid drop	Hep lipid drop cells 6.5 µM	LYP inhibition	Siah-1 displacement	HIV peptide binding	NOD2 inhibition	XIAP antagonists	Dengue-2 NS5 capping	Myeloid diff MLP	Myeloid diff MLP GFP+ MAC1+ %
> Cc1cc(C)cc(Oc2nc3c(C)cccn3c(=O)c2/C=C(\C#N)C(=O)NC2CCS(=O)(=O)C2)c1 (centres undefined)
 : 10%	-22	637	-14%	9%	1.2%	-5%	-5.6%	-1%	i	0.6
> N#C/C(=C\C1=C(N2CCOCC2)C(=C/c2cccc([N+](=O)[O-])c2)/CC1)C(=O)Nc1ccccc1F
 : -3%	48	600	-4%	16%	-2.8%	21%	-4.4%	7%	i	1.2
